ATXN2 expr inh: inhibitors of ATXN2 expression. 360,000 tested, 0.72% active. HEK-293 ATXN2-luciferase reporter, luminescence, 24 h. Potency, µM (titrated, usually from 57 µM), without a hit: at the highest dose activity change, negative = inhibition, hits mostly inhibitors; note: potency is the fitted concentration of half-maximal effect; % is set by controls: 0 for no effect and ±100 for the full control effect; nearly all actives have a fitted effect of over 55% in size
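qHTS (up to 57 uM final) was run with 24 h compound exposure of reporter cells at 37 °C. Each well was multiplexed: SteadyGlo luminescence measured ATXN2-luciferase expression after a fluorogenic Gly-Phe-AFC viability readout (25 uM final).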
SW480 rerep: inducers of DNA re-replication in SW480 colon cancer cells; 340,000 tested, 1.8% active; SW480 DNA re-replication, Hoechst DNA content imaging, 48 h; Potency, µM (series often up to 46.1 µM), inactives show at the highest dose re-replication activation, actives largely listed as activators; note: potency is the fitted concentration of half-maximal effect; % of control where 0% means no effect; nearly all actives have a fitted effect of over 55% in size
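SW480 cells exposed to compounds for 48 hr at 37 C, 5% CO2, then Hoechst-stained 40 min. Nuclear DNA content imaged by fluorescence scanning (405 nm excitation, 500-530 nm emission); re-replication scored as increased high-intensity nuclei.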
HT1080 IDH1KD tx: toxicity to HT-1080 IDH1 knockdown cells (counter line). Potency, µM (series often up to 46.1 µM), for inactives: top-dose activity, negative = toxicity, actives largely listed as cytotoxic. HT-1080 IDH1 knockdown viability, ATP luminescence, 48 h. AID 686971. 360,000 tested, 2% active;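 note: potency is the fitted concentration of half-maximal effect; 0% = DMSO wells and -100% = cell-free medium wells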
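Luminescent ATP read-out (CellTiter-Glo, 10 min at room temperature) after 48 h compound exposure at 37 °C gave viability of IDH1-knockdown HT-1080 cells. Activity was normalised to DMSO and cell-free wells, then fitted as concentration-response curves.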
KB-3-1 cytotox: kills parental KB-3-1 adenocarcinoma cells; 400,000 tested, 1.4% active; Potency, µM (series often up to 46.1 µM), for inactives: at the top dose activity change, negative = cytotoxic, usual class: cytotoxic; KB-3-1 viability, CellTiter-Glo ATP luminescence, 72 h; AID 1347075; note: potency is the fitted concentration of half-maximal effect; % is set by controls: 0 for no effect and ±100 for the full control effect; nearly all actives have a fitted effect of over 60% in size
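Using CellTiter-Glo luminescence, growth of non-resistant KB-3-1 adenocarcinoma cells is assessed 72 h after pin-tool compound addition at 37 °C. Normalized responses across the concentration series yield fitted curves.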
HT1080NT lethal: kills 2HG-producing HT-1080-NT fibrosarcoma cells. HT-1080-NT fibrosarcoma viability, CellTiter-Glo ATP luminescence, 48 h. Potency, µM (highest dose often 46.1 µM), without a hit: top-dose activity, negative = less viability, actives largely listed as cytotoxic. 360,000 tested, 1.6% active;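 note: NT is the 2HG producing partner of a matched IDH1 knockdown line; potency is the fitted concentration of half-maximal effect; 0% = DMSO-treated cells and -100% = media-only wells without cells; nearly all actives have a fitted effect of over 55% in size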
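750 cells/well, RPMI + 5% FBS; 2 h settle, compound pin-transfer, 48 h at 37 degrees C. CellTiter-Glo 10 min RT, luminescence. Normalized to DMSO and media-only wells.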
IL1B secr inh: blocks inflammasome-driven IL-1 beta release. THP-1 LPS/ATP IL-1B secretion, AlphaLISA, 16 h; active compounds read low. 360,000 tested, 4.7% active. AID 743279. activity change, % at 57.5 µM; in the data active = activity change below about -50%; inconclusive = mostly about -30% to -49%; note: % is set by controls: 0 for no effect and ±100 for the full control effect
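THP-1 cells pretreated 1 hr with compounds (up to 57.5 uM final), then stimulated with LPS (250 ng/mL final) plus ATP (1.25 mM final); secreted IL-1B measured by AlphaLISA after 16 hr, decreased signal indicating inhibition.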
KB-V1 MDR tox: kills drug-selected multidrug resistant KB-V1 cells. 400,000 tested, 3.4% active. KB-V1 MDR cells viability, CellTiter-Glo, 72 h. AID 1347076. Potency, µM (series often up to 46.1 µM), without a hit: at the top dose activity change, negative = cytotoxicity, actives largely listed as cytotoxic; note: potency is the fitted concentration of half-maximal effect; % is set by controls: 0 for no effect and ±100 for the full control effect; nearly all actives have a fitted effect of over 60% in size
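Following 72 h at 37 degrees C with compound, KB-V1 cell viability was read by CellTiter-Glo luminescence, medium being phenol-red-free DMEM plus 10% FBS; concentration-response parameters came from normalized, curve-fitted qHTS data.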
MCF10A rereplic: inducers of DNA re-replication in MCF 10A breast cells; MCF 10A DNA re-replication, Hoechst nuclear intensity, 48 h; Potency, µM (series often up to 46.1 µM), for inactives: top-dose activity, positive = re-replication, most hits filed as activators; 350,000 tested, 2.9% active; AID 624296; note: potency is the fitted concentration of half-maximal effect; % of control where 0% means no effect; nearly all actives have a fitted effect of over 50% in size
WRN helicase inh: blocks human WRN helicase | Q14191 | WRN helicase unwinding, fluorescent forked duplex, kinetic | Potency, µM (highest dose often 114 µM), inactives show top-dose activity change, negative = inhibition, hits mostly inhibitors | 360,000 tested, 0.46% active | AID 651768; note: potency is the fitted concentration of half-maximal effect; % is set by controls: 0 for no effect and ±100 for the full control effect; nearly all actives have a fitted effect of over 55% in size
Target sequence (Q14191 whole entry, looked up): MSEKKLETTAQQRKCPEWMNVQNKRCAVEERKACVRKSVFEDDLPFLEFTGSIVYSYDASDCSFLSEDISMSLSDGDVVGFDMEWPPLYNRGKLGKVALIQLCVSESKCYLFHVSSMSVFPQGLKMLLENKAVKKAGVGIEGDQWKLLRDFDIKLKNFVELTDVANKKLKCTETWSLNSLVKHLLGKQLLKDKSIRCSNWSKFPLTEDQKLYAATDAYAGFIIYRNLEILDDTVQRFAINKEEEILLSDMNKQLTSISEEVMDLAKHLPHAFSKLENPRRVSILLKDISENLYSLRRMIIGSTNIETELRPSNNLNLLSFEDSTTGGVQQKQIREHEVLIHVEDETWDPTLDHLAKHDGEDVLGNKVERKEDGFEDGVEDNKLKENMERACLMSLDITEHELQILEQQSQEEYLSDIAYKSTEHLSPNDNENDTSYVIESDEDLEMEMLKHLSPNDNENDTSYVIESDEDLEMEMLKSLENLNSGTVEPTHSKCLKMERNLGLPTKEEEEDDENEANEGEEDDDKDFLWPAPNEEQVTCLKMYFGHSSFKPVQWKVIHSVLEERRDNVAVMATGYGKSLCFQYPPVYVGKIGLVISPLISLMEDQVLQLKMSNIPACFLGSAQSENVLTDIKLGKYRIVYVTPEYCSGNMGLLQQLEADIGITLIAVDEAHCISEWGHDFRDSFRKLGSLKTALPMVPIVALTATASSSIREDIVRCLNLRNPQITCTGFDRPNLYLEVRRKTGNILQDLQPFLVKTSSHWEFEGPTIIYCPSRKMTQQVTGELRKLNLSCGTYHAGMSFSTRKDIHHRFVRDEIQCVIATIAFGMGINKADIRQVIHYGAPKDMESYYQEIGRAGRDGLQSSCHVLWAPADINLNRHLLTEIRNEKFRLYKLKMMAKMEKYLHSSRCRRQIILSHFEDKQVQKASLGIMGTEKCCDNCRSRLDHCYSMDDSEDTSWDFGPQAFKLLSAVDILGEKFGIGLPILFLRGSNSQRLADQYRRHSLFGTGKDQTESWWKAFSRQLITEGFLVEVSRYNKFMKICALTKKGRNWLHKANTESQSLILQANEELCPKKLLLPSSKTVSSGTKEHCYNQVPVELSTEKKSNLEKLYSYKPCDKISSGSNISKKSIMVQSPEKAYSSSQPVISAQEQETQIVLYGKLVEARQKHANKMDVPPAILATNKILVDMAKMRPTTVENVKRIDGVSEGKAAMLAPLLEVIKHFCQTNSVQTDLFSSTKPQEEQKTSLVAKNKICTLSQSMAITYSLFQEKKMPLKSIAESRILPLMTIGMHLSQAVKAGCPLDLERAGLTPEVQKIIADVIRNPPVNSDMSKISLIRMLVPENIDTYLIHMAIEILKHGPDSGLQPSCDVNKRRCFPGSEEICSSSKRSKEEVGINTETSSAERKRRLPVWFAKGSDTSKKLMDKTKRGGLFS
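Kinetic red-fluorescence monitoring (525/598 nm) tracks WRN helicase activity after 100 nM fluorophore-quencher forked duplex and 2 mM ATP are added to 20 nM enzyme pretreated 15 min at room temperature with compound.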
* = called active by the depositor; i = inactive; ? = inconclusive; nt = not tested or not shown; [ ] = another dose, or the depositor's remark. Unless noted, calls come from the whole dose curve; as a rule, active = well fitted curve in the direction sought with a large enough effect; inconclusive = small, poorly fitted or top-dose-only effect, or another doubt; inactive = no such curve, though single readings can be large; an effect the other way counts as inactive or inconclusive.

SMILES	ATXN2 expr inh	SW480 rerep	HT1080 IDH1KD tx	KB-3-1 cytotox	HT1080NT lethal	IL1B secr inh	KB-V1 MDR tox	MCF10A rereplic	WRN helicase inh
COc1ccc(CNS(=O)(=O)c2cccc(S(=O)(=O)N3CCOCC3)c2)cc1	-11%	-5%	5%	1%	8%	33	-11%	-5%	2%
CCc1c(C(=O)NCCc2ccc(OC)c(OC)c2)[nH]c(C)c1C(C)=O	4%	-1%	?	-23%	?	12	15µM*	19%	-5%
COc1ccccc1NC(=O)C1Cc2ccccc2CN1C(=O)c1ccco1 (stereo not given)	14%	-2%	20%	5%	21%	-7	?	7%	-5%
O=C(NCC(=O)N1CCN(Cc2ccccc2)CC1)c1ccccc1Cl	nt	nt	11%	1%	5%	-10	-2%	nt	5%
CN(CC(=O)Nc1ccc(F)cc1)C(=O)COC(=O)c1cc(Br)c(Br)s1	nt	-1%	0%	-1%	-1%	-1	4%	2%	-3%
COc1ccccc1C1(O)CCN(C(=O)c2cccs2)CC1	4%	-2%	-4%	-6%	-2%	8	21µM*	1%	-15%
CC#CCCc1nc2ccccc2c(=O)n1N	-15%	-18%	10%	16%	5%	7	6%	?	-1%
Cc1ccc(S(=O)(=O)c2nc(Nc3nccs3)sc2Cl)cc1	-14%	15%	?	-18%	-17%	27	?	?	-15%
O=C(O)CN1CCc2ccccc2C1	0%	-17%	0%	-13%	6%	-16	-8%	-2%	-11%
Cc1cccc(C2c3[nH]c4ccccc4c3CCN2C(=O)c2nn(C)c(=O)c3ccccc23)n1 (stereo not given)	-14%	-114%[inhibitor]	?	7%	-29%	-59*	-24%	0%[9.22 µM]	0%

Of the compounds above, two contain a Cl atom:
SMILES	ATXN2 expr inh	SW480 rerep	HT1080 IDH1KD tx	KB-3-1 cytotox	HT1080NT lethal	IL1B secr inh	KB-V1 MDR tox	MCF10A rereplic	WRN helicase inh
O=C(NCC(=O)N1CCN(Cc2ccccc2)CC1)c1ccccc1Cl	nt	nt	11%	1%	5%	-10	-2%	nt	5%
Cc1ccc(S(=O)(=O)c2nc(Nc3nccs3)sc2Cl)cc1	-14%	15%	?	-18%	-17%	27	?	?	-15%

(cont.)
SMILES	ATXN2 expr inh	SW480 rerep	HT1080 IDH1KD tx	KB-3-1 cytotox	HT1080NT lethal	IL1B secr inh	KB-V1 MDR tox	MCF10A rereplic	WRN helicase inh
O=C(Nc1ccc(Cl)cc1)P(=O)(O)c1ccccc1	-8%	-1%	-3%	0%	-5%	15	-3%	0%	-23%
CCc1ccc2c(CC(=O)Nc3cccc(S(=O)(=O)N4CCOCC4)c3)coc2c1	nt	-21%	0%	3%	-14%	-17	-8%	16%	-4%
O=C(Nc1ccc2oc(-c3cccnc3)nc2c1)c1ccc2c(c1)OCCO2	-22%	7%	?	-12%	-23%	-4	-18%	8%	?
COc1cccc(CNC(=O)[C@@H]2CCCN2C(=O)[C@H]2CCCCN2C(=O)c2ccccc2C)c1	-2%	nt	-1%	3%	10%	4	-8%	nt	-8%
Cc1noc(NS(=O)(=O)c2ccc(NC(=O)c3cc(F)c(F)c(F)c3F)cc2)c1C	-7%	-8%	11%	4%	1%	9	28%	2%	-25%
CCOc1ccc(S(=O)(=O)N2CCN(S(=O)(=O)c3ccc(C)c(C)c3)CC2)cc1	13%	0%	-3%	-7%	-4%	-5	-11%	3%	6%
CCc1ccc(CN2CCC(Oc3ccc(C(=O)N4CCCC4)cc3)CC2)cc1	-18%	4%	-20%	nt	-6%	0	nt	?	-29%
O=C(/C=C/c1ccc(Cl)cc1)NCc1cccs1	30%[activator]	4%	-1%	-1%	-2%	?	-7%	-1%	-4%
OC(COC(c1ccccc1)c1ccccc1)CN1CCOCC1 (stereo not given)	nt	-39%[inhibitor]	-12%	-4%	1%	-3	-26%	-5%	12%
CC(=O)N1CCC(N(CCN2CCOCC2)C(=S)Nc2cccc(C)c2C)CC1	-8%	-3%	11%	7%	5%	26	-23%	1%	1%
CC1(C)Cc2ccccc2-c2nc(NCCCO)[nH]c(=O)c21	23%	-6%	3%	-26%	-19%	11	8%	11%	-1%
CCOc1c2ccccc2nn1CCOC	8%	-1%	-1%	0%	-6%	10	10%	20%	1%
CCSC(=N)N	2%	1%	5%	0%	-1%	8	16%	-9%	-4%
COc1ccc(C(=O)Nc2c(N)nc(SCC(=O)c3ccccc3)[nH]c2=O)cc1	-1%	-29%	-19%	2%	-8%	i	-3%	-6%	-10%
O=C1COc2ccccc2C(c2nc3ccccc3[nH]2)N1Cc1ccccc1 (stereo not given)	0%	nt	2%	5%	0%	12	17%	nt	-2%
CCOC(=O)N1CCN(Cc2nc3c(c(=O)[nH]c(=O)n3C)n2CCCc2ccccc2)CC1	4%	-11%	14%	?	8%	15	2%	-7%	1%
COc1ccc(/C=C2\SC(=O)N(CCC(=O)N3CCCCC3)C2=O)cc1OC	-8%	11%	0%	1%	-1%	11	?	15%	0%
Cn1c(N)c(NC(=S)NC2CCCCC2)c(=O)n(C)c1=O	0%	-6%	21%	15%	18%	-2	17%	-4%	2%
O=C(NNC(=O)c1ccc([N+](=O)[O-])cc1)NC1CCCCC1	nt	-5%	0%	2%	10%	21	8%	1%	-8%
COc1ccc2c(COC(=O)CCS(=O)(=O)c3ccc(C)cc3)cc(=O)oc2c1	-7%	4%	1%	-4%	-11%	6	2%	?	-5%
CC1CC(C)CN(c2ncc3c(n2)CC(c2ccccc2Cl)CC3=O)C1 (stereo not given)	-13%	-1%	9%	?	7%	-9	-12%	?	-2%
O=C(Nc1cccc(C(F)(F)F)c1)c1cc(S(=O)(=O)N2CCCCC2)ccc1N1CCOCC1	-2%	1%	-2%	0%	-5%	?	-23%	0%	-29%
Clc1ccc(-n2cnc3c(Cl)ncnc32)cc1Cl	-5%	-3%	14%	6%	14%	?	1%	?	2%
Cc1cc(NS(=O)(=O)c2ccccc2)c([N+](=O)[O-])cc1C	2%	0%	7%	?	-1%	-2	?	1%	-15%
CC(C)(C)c1ccccc1NC(=O)COC(=O)CN1C(=O)NC2(CCCC2)C1=O	-1%	-4%	-9%	5%	-6%	-18	?	8%	-33%
COC(=O)c1ccc(S(=O)(=O)N2CCCCCC2)n1C	0%	-13%	6%	1%	-2%	-12	5%	-4%	7%
O=C(Nc1ccc2c(c1)OCO2)c1cc(C2CCCCN2S(=O)(=O)Cc2ccccc2)on1 (stereo not given)	63%[activator]	nt	-2%	0%	0%	?	3%	nt	-3%
Cc1c(C=C(C#N)c2ccc([N+](=O)[O-])cc2)c(=O)n(-c2ccccc2)n1C	5%	-1%	-2%	-6%	0%	-6	-13%	5%	-3%
CCCC(=O)Nc1cc(-c2cn3cccnc3n2)ccc1OC	2%	-3%	14%	1%	27%	-12	-3%	-23%	2%
O=C(O)c1ccccc1C(=O)OCc1c(-c2ccccc2)ncc2ccccc12	-8%	6%	0%	5%	0%	39	6%	0%	2%
O=C(Nc1ccc(Cl)cc1)NC1CCCCC1Cc1ccco1 (stereo not given)	?	24%	?	?	?	-8	?	?	-3%
O=C(N/N=C/c1ccc(O)c([N+](=O)[O-])c1)C(O)(c1ccccc1)c1ccccc1	-9%	2%	?	-12%	-17%	19	?	-3%	8%
O=C(CSc1nc(O)cc(=O)n1-c1ccc(Cl)c(Cl)c1)Nc1ccc(Cl)cc1Cl	7%	3%	4%	nt	2%	19	nt	?	-19%
CCN(C(=O)c1cc2ccccc2oc1=O)c1ccccc1	51%[activator]	-5%[9.22 µM]	2%	-11%	5%	42	0%	1%	4%
CCOC(=O)c1cnc(COc2ccccc2Cl)[nH]c1=O	14%	-11%	22%	-1%	29%	-14	2%	5%	-25%
C=CCn1c(SCC(=O)Nc2ccc(OC)cc2)nc2ccccc2c1=O	-1%	-9%	0%	8%	4%	31	-14%	0%	-12%
C=C(C)CSc1nnc(-c2ccc(C)cc2)n1N	nt	-1%	-2%	1%	-5%	-26	26%	0%	2%
CCOc1ccccc1-n1c(SCC(N)=O)nnc1-c1ccco1	8%	-10%	-3%	0%	-1%[9.24 µM]	-4	-9%	?	-11%
CC(=O)Nc1nc2n(n1)C(c1ccccc1)C=C(c1ccccc1)N2 (stereo not given)	8%	-6%	?	-12%	7%	-4	-2%	-9%	-8%
COC(CNC(=O)c1ccc2c(c1)ncn2C1CCCCCC1)OC	1%	-22%	4%	22%	5%	14	-8%	-1%	-3%
Cc1nc(SCC(=O)N(C)C2CCS(=O)(=O)C2)c2ccccc2n1 (stereo not given)	6%	-18%	-23%	0%	-8%	-4	3%	?	-3%
CCCCN(C(=O)C1CC(=O)N(c2ccc(OC)cc2OC)C1)c1c(N)n(CC(C)C)c(=O)[nH]c1=O (stereo not given)	-1%	-1%	10%	-2%	8%	i	-4%	2%	-17%
CCc1nc(C(N)=O)c2[nH]c(=O)n(-c3ccccc3F)c2n1	1%	3%	-1%	-4%	4%	10	-6%	2%	2%[57.1 µM]
O=C1N/C(=N/S(=O)(=O)c2ccccc2)S/C1=C/c1cccnc1	3%	2%	-16%	-4%	?	-2	?	?	-28%
COC(=O)CCCCC1SCC(NC(=O)c2ccccc2)C1=O (stereo not given)	2%	?	10%	2%	6%	0	?	-12%	1%
C=CCn1c(O)c(N=NC(=S)Nc2ccc(OC)c(Cl)c2)c2ccccc21	-37%	5%	?	?	-25%	-5	?	?	7%

Screening data as filed in PubChem BioAssay.

Hits appear at their usual frequency; about 12% have a hit in one of these screens.
